Compound activity: PubChem, several laboratories
BoNT F protease: BoNT/F light chain protease inhibitors, primary screen, biochemical, flow cytometry, MLPCN library. Botulinum neurotoxin type F light chain protease (Clostridium botulinum). Multiplex microsphere protease cleavage assay. inhibition, % at 10 µM. hit rate 0.22% among 360,000. AID 588497, 2011; in the data active means inhibition above about 35%, passing the limit was not always enough; inconclusive means no clear call, values can overlap the other calls; further: plate controls were buffer without enzyme for full effect and enzyme alone for no effect
FBA Mtb inh: Mtb FBA enzyme inhibitors, primary screen, biochemical, fluorescence, strain H37Rv; Fructose-bisphosphate aldolase (Mycobacterium tuberculosis (strain ATCC 25618 / H37Rv)), …; purified M. tuberculosis FBA, fluorescence read-out; inhibition, % at 1 µM; hit rate 2.3% among 360,000; in the data active means inhibition above about 27%;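 further: 0% = vehicle and 100% = reference inhibitor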
Target sequence (P9WQA3 whole entry, looked up): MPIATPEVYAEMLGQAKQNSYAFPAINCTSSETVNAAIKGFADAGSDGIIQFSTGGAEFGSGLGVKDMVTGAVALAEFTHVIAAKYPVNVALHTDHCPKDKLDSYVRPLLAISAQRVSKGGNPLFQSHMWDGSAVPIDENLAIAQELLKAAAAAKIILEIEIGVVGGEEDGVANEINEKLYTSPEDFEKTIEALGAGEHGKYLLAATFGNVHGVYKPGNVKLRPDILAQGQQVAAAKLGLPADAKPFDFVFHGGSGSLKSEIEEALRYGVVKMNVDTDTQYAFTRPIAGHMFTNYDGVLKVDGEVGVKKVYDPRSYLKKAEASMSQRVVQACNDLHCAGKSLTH
BoNT-A LC inh2: BoNT/A light chain protease inhibitors, primary screen, biochemical, flow cytometry, MLPCN library | hit rate 0.17% among 360,000 | multiplex microsphere protease substrate cleavage | inhibition, % at 10 µM | Botulinum neurotoxin type A light chain protease (Clostridium botulinum A str. ATCC 3502); in the data active means inhibition above about 30%; inconclusive means no clear call, values can overlap the other calls; further: plate controls were buffer without enzyme for full effect and enzyme alone for no effect
GDH-TPI counter: GDH-TPI coupling enzyme inhibitors, primary screen, artefact control for M. tuberculosis FBA inhibitor project, biochemical, absorbance, full deck; GDH-TPI coupled enzyme counterscreen, NADH absorbance; inhibition, % at 4.8 µM; hit rate 1.2% among 360,000;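 further: 0% = DMSO wells and 100% = wells lacking the enzyme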
CCHFV vOTU inh: CCHFV vOTU protease inhibitors, primary screen, biochemical, Pep-AMC substrate, fluorescence | hit rate 0.55% among 370,000 | AID 651958, 2012 | inhibition, % at 11.5 µM | Crimean-Congo hemorrhagic fever virus L polyprotein viral ovarian tumor (vOTU) protease …; further: 0% = vehicle wells with enzyme and 100% = no enzyme wells
Mtb UGM inh: M. tuberculosis UGM enzyme inhibitors, primary screen, biochemical, fluorescence polarization, single point; AID 504406, 2011; UDP-galactopyranose mutase (Mycobacterium tuberculosis (strain ATCC 25618 / H37Rv)), …; hit rate 0.06% among 320,000; inhibition, % at 10 µM; purified UGM, fluorescence polarization probe displacement; in the data active means inhibition above about 10%, passing the limit was not always enough; inconclusive means no clear call, values can overlap the other calls
Target sequence (P9WIQ1 whole entry, looked up): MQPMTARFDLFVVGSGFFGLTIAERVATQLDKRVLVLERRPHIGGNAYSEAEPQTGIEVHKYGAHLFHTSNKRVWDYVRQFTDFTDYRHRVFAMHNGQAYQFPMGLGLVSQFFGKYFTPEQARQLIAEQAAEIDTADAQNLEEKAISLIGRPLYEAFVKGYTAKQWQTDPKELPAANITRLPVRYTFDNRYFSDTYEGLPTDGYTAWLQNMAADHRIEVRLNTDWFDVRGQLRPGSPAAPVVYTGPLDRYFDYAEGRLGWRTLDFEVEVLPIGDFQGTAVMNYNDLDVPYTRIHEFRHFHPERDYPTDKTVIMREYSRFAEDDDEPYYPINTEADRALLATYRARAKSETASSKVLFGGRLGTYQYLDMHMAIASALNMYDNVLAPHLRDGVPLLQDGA
PrPC surface inh: inhibitors of human cell surface prion protein PrPC, primary screen, cell-based, TR-FRET | Major prion protein (Homo sapiens), P04156 | TR-FRET read-out | hit rate 0.43% among 370,000 | inhibition, % at 13.8 µM; in the data active means inhibition above about 24%; further: 0% = median of the test wells and 100% = reference compound wells
FadD28 FP inh: inhibitors of FadD28 bisubstrate probe binding, primary screen, biochemical, fluorescence polarization, single point. hit rate 0.22% among 360,000. inhibition, % at 12.5 µM. AID 588549, 2011; in the data active means inhibition above about 8.5%, passing the limit was not always enough; inconclusive means no clear call, values can overlap the other calls
BioA inh: M. tuberculosis BioA enzyme inhibitors, primary screen, biochemical, plate reader, single point, HTS | 7,8-diaminopelargonic acid synthase BioA (Mycobacterium tuberculosis) | purified M. tuberculosis BioA enzyme | inhibition, % at 9.99 µM | hit rate 0.096% among 360,000 | AID 602481, 2012; in the data active means inhibition above about 40%; inconclusive means no clear call, values can overlap the other calls
Starred values were filed as active, the others as inactive; ? = inconclusive; nt = no result given. Unless noted, no stated cut-off is given here; in the data, active means inhibition above about 30%; inactive means the rest.

Each structure is followed by: BoNT-A LC inh2	Mtb UGM inh	BioA inh	GDH-TPI counter	PrPC surface inh	FBA Mtb inh	CCHFV vOTU inh	FadD28 FP inh	BoNT F protease
CCN1CCN(CCNC(=O)c2cn(Cc3ccccc3F)nn2)CC1
 : -2.0	4.2	-4.7	10	0	-4	6	-1.0	-27
C#CCN(C[C@@H]1[C@@H](OC(=O)NCc2ccco2)[C@@H](OC(=O)NCc2ccco2)Cn2c(=O)n(CCCCCC)c(=O)n21)S(=O)(=O)c1ccc(C)cc1
 : -0.3	nt	-0.4	6	-6	-2	12	-3.7	2
CSc1nsc(SCC(=O)Nc2ccccc2F)n1
 : -1.4	3.3	0.6	-8	6	0	-3	-2.0	-10
CSc1ccc(CN(C)CC(=O)NC(=O)NCCC2=CCCCC2)cc1
 : -0.6	-1.2	-0.3	-3	-1	-3	6	-3.8	-7
O=C(CSc1n[nH]c(=O)n1C1CC1)Nc1ccccc1
 : 0.0	1.3	-2.1	0	-3	0	0	-2.3	1
O=C1c2ccccc2S(=O)(=O)N1CC1CC(c2ccc(Cl)cc2)=NO1 (configuration not stated)
 : 0.7	-1.4	1.2	-6	-1	-3	3	-0.7	5
CC(NC(=O)CN(C)CC(=O)Nc1cccc(F)c1)c1ccccc1 (configuration not stated)
 : 0.2	0.6	2.4	-3	1	3	2	-3.3	0
Cc1ccc(CNS(=O)(=O)c2c(C)[nH]c(=O)[nH]c2=O)cc1
 : 0.5	1.3	1.3	-12	-3	0	-6	-4.5	-1
O=C(Nc1ccc(S(=O)(=O)N2CCCCC2)cc1)c1ccccc1Cl
 : 0.9	2.1	0.7	-2	12	-2	-9	-2.1	0
CSCCC(NS(=O)(=O)Cc1ccccc1)C(=O)NNc1ccccc1 (configuration not stated)
 : -0.1	nt	nt	nt	15	0	-6	-5.6	-1
O=C(CCN1CCN(c2ccc(Cl)cc2)CC1)Nc1ccccc1F
 : 0.7	2.6	1.7	4	-7	3	6	0.2	-1
COc1ccc(NC(=O)c2c(Nc3ccccc3)sc(C(=O)c3ccc(F)cc3)c2N)cc1
 : 0.1	1.5	nt	10	-6	-3	5	-3.0	-1
O=C(Nc1cc(S(=O)(=O)N2CCOCC2)ccc1-n1cncn1)c1ccc(Cl)cc1
 : -1.2	-0.8	2.8	-3	-3	-3	2	-0.2	-6
CN(C)c1ccc(NC2=C(Cl)C(=O)c3ccccc3C2=O)cc1
 : -1.2	-2.0	1.1	3	-34	-2	56*	-1.7	-23
O=C(NCCO[N+](=O)[O-])c1cccnc1
 : -0.5	4.5	2.5	2	-1	4	5	-2.2	-2
COc1ccc(/C=C/c2c(-c3ccccc3OC)sc3ccccc23)cc1OC
 : 0.5	1.0	-1.3	17	2	11	1	4.7	-8
COc1ccc(OC)c(CCNC(=O)C(C)n2nc(C)c3c(C)n(-c4ccc(C)cc4)nc3c2=O)c1 (configuration not stated)
 : -1.4	2.8	11	12	5	0	8	1.0	-3
O=C1NC(=O)/C(=C\c2ccc(Sc3ccc(Cl)cc3)o2)N1
 : 0.1	0.3	1.2	17	-3	9	3	-5.8	1
CCOc1cc(-c2noc(N)c2C(=O)OC)cc(OCC)c1OCC
 : 11	-0.8	-2.0	-10	-2	2	-1	-2.1	12
O=C(Cc1cccs1)NNC(=S)NC(=O)c1ccccc1
 : 0.1	0.1	nt	-1	-4	2	8	0.6	-8
CC1=C(C(=O)OCc2ccccc2)C(/C=C/c2ccccc2)NC(=S)N1 (configuration not stated)
 : 0.3	-0.9	-0.4	11	11	5	15	-1.1	-6
CCCCCCCNC(=O)C1(CC2CC(c3ccc(Cl)cc3)=NO2)CCN(C(=O)c2cc(OCC)c(OCC)c(OCC)c2)CC1 (configuration not stated)
 : -0.6	1.0	-0.3	2	-2	-4	18	-2.4	-6
C=CCNC(=O)COC(=O)c1cccnc1Nc1ccccc1F
 : -0.8	-0.4	-1.1	11	8	0	2	-0.9	-3
CCOc1ccc(NC(=O)CNc2ccc(C)cc2Cl)cc1
 : 0.6	-3.2	-1.3	-6	1	-1	4	-1.3	4
CC1CCc2cc(F)ccc2N1C(=O)CSc1nnc2c3cc(F)ccc3n(C)c2n1 (configuration not stated)
 : 0.2	-2.0	-0.2	4	5	-3	-7	-3.4	-1
COc1cc(CNCCN2CCOCC2)ccc1OCc1cccc(Cl)c1
 : -0.4	0.5	0.1	1	-6	1	9	-4.4	0
COC(=O)[C@]12CCCCC=C1N(Cc1cccc3ccccc13)C(=O)[C@H](CC(=O)NCC1CCCCC1)C2
 : 0.5	nt	nt	nt	10	nt	-1	nt	-3
CN1CCN(C(=O)C2=C[C@H](c3csc4ccccc34)C[C@H](OCCCCO)O2)CC1
 : 0.1	-0.3	-4.3	10	0	6	7	-0.1	-2
CCn1nc(C(=O)NCCc2ccc(S(N)(=O)=O)cc2)c2ccccc2c1=O
 : ?	-0.2	4.6	4	3	1	-3	-1.1	?
CC(C)c1ccc(NC2CCCN(C(=O)c3cnn(C(C)C)c3)C2)cc1 (configuration not stated)
 : 2.0	-0.3	0.2	-7	3	6	0	0.3	4
CCSc1cc(N2CCCC2)nc(-c2ccccc2Cl)n1
 : -2.2	1.7	nt	2	-2	0	-13	-2.6	-26
CCN(Cc1ccccc1)C(=O)COC(=O)Cn1cnc2ccccc21
 : -0.2	-2.5	-0.4	2	3	2	-7	-0.5	-1
CCOC(=O)C(=Cc1c[nH]c2ccc(S(=O)(=O)N(C)C)cc12)C(=O)OCC
 : 0.1	-1.9	-1.4	41*	8	6	-14	-3.3	0
Nc1cc(N)nc(SCC(=O)c2ccccc2)n1
 : 0.6	-3.4	nt	6	9	3	-15	-0.6	3
C/C(=N/NC(=O)Nc1ccccc1)c1ccc(C)cc1
 : -1.4	1.0	-7.3	11	1	0	2	-1.6	-11
CCNc1nc(NCC)nc(N(C#N)C(C)C)n1
 : -0.8	0.0	-2.9	8	9	2	-3	-0.9	0
COc1ccccc1OCCNC(=O)CCC(=O)N1CCOCC1
 : -0.6	nt	-2.4	1	-1	0	-4	0.1	-7
CN(C)/C=N/c1cc(=O)n(Cc2ccccc2)c(=O)n1C
 : -0.4	2.0	-0.5	14	0	2	1	-0.2	-1
COc1ccc(C(=O)N/C(=C\c2ccco2)C(=O)NCc2ccco2)cc1
 : 0.2	0.7	-1.3	7	-12	0	-1	-0.3	-4
COC(=O)CC(NC(=O)C1CC1)c1ccc2c(c1)OCO2 (configuration not stated)
 : -0.6	-0.6	nt	-3	1	3	-7	-3.0	-1
NS(=O)(=O)c1ccc(OC(=O)CNC(=O)OCc2ccccc2)cc1
 : 1.9	-0.7	nt	-5	-8	-1	-5	-3.9	?
N=C(N)SCc1cn(-c2ccccc2)nc1-c1ccc(Br)cc1
 : -1.7	nt	nt	3	-18	-5	6	-17	-20
O=C(Nc1ccc(Oc2cccnc2)cc1)C1CCN(Cc2ccccc2F)CC1
 : 1.5	nt	0.2	-1	-5	-2	-3	2.3	2
CCN(C(=O)COC(=O)c1oc2ccc(OC)cc2c1C)C1CCS(=O)(=O)C1 (configuration not stated)
 : 1.3	nt	-2.2	4	3	60*	-16	-2.8	-10
CC(C)(C)N1C(=O)[C@H]2[C@@H](c3ccc(Br)cc3)N3C(=O)N(c4ccccc4)C(=O)[C@@]3(Cc3ccccc3)[C@H]2C1=O
 : -0.3	0.3	-0.8	1	0	2	0	-1.7	3
CC(C)CNC(=O)c1ccccc1NC(=O)CCSc1ccccc1
 : -0.7	0.7	2.5	12	3	-4	6	-1.5	-2
CCCn1c2ccccc2c2nnc(SCCN3CCOCC3)nc21
 : 2.1	1.6	4.2	19	-9	1	-4	0.3	-7
Cc1cc(C)cc(Oc2nn[nH]n2)c1
 : -0.6	3.7	1.5	4	1	2	-7	-2.5	-4
CN(C(=O)c1cccc(NC(=O)Cc2ccc(NC(=O)C3CCCN(C(=O)CCc4ccccc4)C3)cc2)c1)C1CCC1 (configuration not stated)
 : -0.6	nt	-0.3	14	12	0	12	-0.9	-6
CC(O)c1nc2ccccc2n1CCOc1ccccc1 (configuration not stated)
 : -0.6	-2.3	1.3	2	4	0	-3	1.3	2
CCCS(=O)(=O)c1nc(S(=O)(=O)c2ccc(C)cc2)c(N2CC(C)OC(C)C2)s1 (configuration not stated)
 : 15	-0.3	0.7	18	2	3	-12	0.6	19
Cc1ccccc1N1CCN(S(=O)(=O)c2nnc(NC(=O)c3ccc(F)cc3)s2)CC1
 : 1.7	-0.6	-0.6	3	3	4	12	-0.9	2
Cc1ccc(SC(C)C(=O)Nc2ccncc2)cc1 (configuration not stated)
 : 1.8	nt	-1.3	2	9	-2	-7	-2.8	2
O=c1[nH]c2c(cnn2-c2ccc(Cl)cc2)c(=O)n1-c1cccc(Cl)c1
 : ?	4.8	nt	0	-3	1	7	-1.2	?
COC(=O)c1c(NC(=O)COC(=O)c2ccc(Cl)nc2)sc(C)c1C
 : -8.1	-1.7	-0.3	-12	-5	0	-4	-1.2	-12
CSc1nc(N)c2c(C)c(C)sc2n1
 : 0.0	-2.1	nt	-2	2	0	5	-1.4	1
CN1CCN(C(=O)C23CC4CC(C)(CC(C)(C4)C2)C3)CC1
 : 0.1	4.2	-0.8	-8	-2	-1	-2	-3.0	2
COc1ccc(S(=O)(=O)CC(=O)Nc2ccccc2Cl)cc1
 : -1.0	0.9	-0.6	6	-12	0	-8	-1.8	-2
COc1ccc(CC(=O)OCC(=O)c2ccc(OC)cc2)cc1
 : 0.2	2.1	nt	-1	-5	-1	10	0.3	-10
CCOC(=O)c1cnc(SCc2nc(N)nc(Nc3ccc(OC)cc3)n2)nc1N
 : -2.9	0.1	1.5	10	2	-4	5	-1.4	?

(continued)
Each structure is followed by: BoNT-A LC inh2	Mtb UGM inh	BioA inh	GDH-TPI counter	PrPC surface inh	FBA Mtb inh	CCHFV vOTU inh	FadD28 FP inh	BoNT F protease
O=C(CCNc1ccc(Cc2ccncc2)cc1)c1ccc([N+](=O)[O-])cc1
 : -1.0	0.3	nt	2	-13	0	10	-0.2	-12
C=CCC[C@@H](Cc1ccc(F)cc1)C(=O)OC[C@@H]1CCCN1C(=O)[C@@H](CC=C)CC(=O)N(CCO)Cc1ccccc1
 : -0.1	0.5	-4.0	13	0	5	21	-0.9	-6
COc1ccc(NC(=O)c2ccco2)cc1NC(=O)COc1ccccc1
 : 2.3	-0.7	-2.8	3	6	3	3	2.2	1
Fc1ccc2[nH]c3c(N4CCSCC4)ncnc3c2c1
 : 0.4	-3.4	9.0	21	41*	11	1	-1.8	-2
COc1cccc(NC(=O)Cn2c(CCC(=O)O)ccc2-c2ccc(Cl)cc2)c1
 : -1.6	0.4	nt	3	-2	0	-3	1.0	-6
Cc1cc(OCc2nn[nH]n2)c2c(-c3ccccc3)cc(=O)oc2c1
 : 1.0	1.5	5.5	-10	-6	4	-3	-3.6	1
O=S(=O)(NCC1CCCO1)c1ccc(S(=O)(=O)N(Cc2ccc(F)cc2)Cc2ccccn2)cc1 (configuration not stated)
 : -0.7	-1.7	nt	5	-3	2	-8	-0.7	-1

One compound at a time, from the list above. Screens in order: BoNT-A LC inh2	Mtb UGM inh	BioA inh	GDH-TPI counter	PrPC surface inh	FBA Mtb inh	CCHFV vOTU inh	FadD28 FP inh	BoNT F protease
O=C(CCNc1ccc(Cc2ccncc2)cc1)c1ccc([N+](=O)[O-])cc1 is listed with -1.0	0.3	nt	2	-13	0	10	-0.2	-12
Cc1cc(OCc2nn[nH]n2)c2c(-c3ccccc3)cc(=O)oc2c1 is listed with 1.0	1.5	5.5	-10	-6	4	-3	-3.6	1
